E-selectin induc = induces E-selectin expression in human endothelial cells. P16581. HUVEC E-selectin immunofluorescence imaging; normalized: neutral wells 0, TNF-alpha wells 100. activation, % at 7.58 µM. hit rate 0.37% among 260,000;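 active means mean E-selectin-positive cell signal at least 10% of the positive control, reached in at least 60% of replicates, without over 20% cell loss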;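 further: in these data hits start at about 27%; measured in HUVEC primary endothelial cells; signal is the percent of cells scored E-selectin positive by PE staining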
Target sequence (P16581 whole entry, looked up): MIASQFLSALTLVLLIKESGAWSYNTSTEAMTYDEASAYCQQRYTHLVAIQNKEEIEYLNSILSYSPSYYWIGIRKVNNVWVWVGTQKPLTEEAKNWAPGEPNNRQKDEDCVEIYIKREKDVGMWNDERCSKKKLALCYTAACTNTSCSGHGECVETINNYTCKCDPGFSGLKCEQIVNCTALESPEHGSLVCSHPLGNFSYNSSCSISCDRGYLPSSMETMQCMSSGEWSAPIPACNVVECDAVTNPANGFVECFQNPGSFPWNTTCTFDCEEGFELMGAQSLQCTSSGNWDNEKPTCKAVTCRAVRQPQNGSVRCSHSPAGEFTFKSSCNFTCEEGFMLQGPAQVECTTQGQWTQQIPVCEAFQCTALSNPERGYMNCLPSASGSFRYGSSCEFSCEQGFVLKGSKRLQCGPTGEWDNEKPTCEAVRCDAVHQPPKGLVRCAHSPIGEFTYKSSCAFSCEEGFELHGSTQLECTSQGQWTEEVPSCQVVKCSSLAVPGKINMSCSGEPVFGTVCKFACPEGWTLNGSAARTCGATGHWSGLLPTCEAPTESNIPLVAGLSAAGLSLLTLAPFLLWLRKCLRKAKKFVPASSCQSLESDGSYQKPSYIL
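Test system: HUVEC | Signal: Immunofluorescence imaging | Read-out: Percent E-selectin-positive cells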
PglD inh = blocks C. jejuni PglD acetyltransferase activity; purified PglD enzyme, DTNB colorimetric CoA detection; inhibition, % at 12.5 µM; hit rate 0.098% among 360,000; in the data active means inhibition above about 16%, passing the limit was not always enough; further: strong numbers were not always called active
RAD54 branch = RAD54 (human) branch migration inhibition. Q92698. inhibition, % at 10.4 µM. hit rate 0.14% among 360,000. RAD54 Holliday junction branch migration, FAM/BHQ fluorescence. AID 602329;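 active means mean normalized replicate activity at least 40 and at least half of replicates scoring 40 or more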;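 further: 0% = median of neutral control wells and 100% = median of positive control wells; inhibitors cause a drop in the FAM fluorescence signal; in these data hits start at about 50%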
PGC1a acetyl inh = PGC1a acetylation modulation, inhibitor mode. hit rate 0.17% among 350,000. inhibition, % at 15.6 µM. U2OS PGC1a acetylation, AlphaScreen anti-acetyl-lysine; with virally co-expressed GCN5 acetyltransferase;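 active means every replicate shows inhibition of at least 40%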;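 further: 0% = neutral control wells and 100% = positive control wells; some results beyond the cut were filed as inactive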
miR122 inh = inhibitors of miR-122 in Huh7 cells; Huh7 miR-122 Renilla luciferase sensor, 48 h; neutral wells = 0, positive control = 100; activation (reporter increase), % at 12.5 µM; hit rate 0.3% among 340,000;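 active means mean replicate activation score at least 90 and every replicate individually at or above 90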;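 further: higher luciferase means less miR-122 activity so hits act as miR-122 inhibitors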
Cneo AK release = causes C. neoformans cell lysis | lysis activity, % at 15 µM | AID 651654 | hit rate 0.2% among 360,000 | adenylate kinase release luminescence, 4 h; normalised: neutral wells 0, clomiphene wells 100;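 active means mean lysis activity across replicates of at least 80%, whatever share of replicates individually reach that level; inactive means mean lysis activity below 80%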
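Test system: log-phase Cryptococcus neoformans yeast cells; Quantity: yeast cell density of 5 × 10^6 cells/mL; Buffer or medium: YPD; Doses: single compound concentration per well; Timing: 4 h at 37 °C static, read 1 h later; Measured by: AK luminescence; Read-out basis: lysis from increased AK signal; Control set: Clomiphene as positive control.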
RAD52 inh = RAD52 (human) annealing inhibition; recombinant RAD52 DNA annealing, FRET fluorescence; hit rate 0.46% among 360,000; P43351; inhibition, % at 18.7 µM;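 active means every replicate showing at least 50% inhibition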
Target sequence (P43351 whole entry, looked up): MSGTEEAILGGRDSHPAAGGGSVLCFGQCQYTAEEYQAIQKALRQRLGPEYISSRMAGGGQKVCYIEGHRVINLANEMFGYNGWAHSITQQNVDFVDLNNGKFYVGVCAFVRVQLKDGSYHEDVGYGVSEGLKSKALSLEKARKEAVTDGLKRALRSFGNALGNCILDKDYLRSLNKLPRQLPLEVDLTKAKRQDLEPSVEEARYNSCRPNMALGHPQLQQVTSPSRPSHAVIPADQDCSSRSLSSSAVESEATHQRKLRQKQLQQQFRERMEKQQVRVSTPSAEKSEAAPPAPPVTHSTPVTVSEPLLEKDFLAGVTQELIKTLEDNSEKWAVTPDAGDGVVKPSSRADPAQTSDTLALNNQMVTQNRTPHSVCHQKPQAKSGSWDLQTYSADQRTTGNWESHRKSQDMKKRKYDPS
ERAP1 HTS inh = inhibitors of human ERAP1 aminopeptidase; recombinant ERAP1, Leu-AMC fluorescence, 60 min; inhibition, % at 10.7 µM; hit rate 0.15% among 340,000; AID 652197;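 active means mean replicate inhibition of at least 30%, or all replicates individually reaching that 30% level; inactive means mean below 30% and not every replicate reaching it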;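 further: 0% = neutral control wells and 100% = L-leucinethiol positive control wells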
The depositor's hits bear a star; x = no result given; & = joins results of further samples; ! = repeats disagree; [ ] = remark or other dose.

SMILES	E-selectin induc	PglD inh	RAD54 branch	PGC1a acetyl inh	miR122 inh	Cneo AK release	RAD52 inh	ERAP1 HTS inh
Cc1cc(C(=O)CN2CC(C)OC(C)C2)c(C)n1-c1ccccc1 (stereo not drawn)	0.0	x	-5	6	-1	1	-27	2
CC(C)(C)n1c(=O)[nH]c2c(c1=O)CCC2	x	3	7	-18	13	1	x	x
CCCCOc1cccc(-c2cc(C(=O)NNC(=S)NCC)c3ccccc3n2)c1	x	-3	2	-3	13	-15	x	x
O=C(NCc1cccnc1)c1cccc(S(=O)(=O)N2CCOCC2)c1	0.3	-1	2	x	-3	3	9	-1
COc1ccccc1OCCC(=O)NCc1ccc2c(c1)OCO2	0.0	x	0	12	-10	-2	-14	-8
O=C(CC1CC1)N1[C@@H](CO)[C@@H](c2ccccc2)C12CN(Cc1cc(F)ccc1F)C2	-0.2	x	x	-8	x	x	-55	-15
COCCOC(=O)N1C(=O)[C@@]2(c3cc(C#CCC(C(=O)OC)C(=O)OC)ccc31)[C@H](c1ccccc1OCCO)N1[C@H](c3ccccc3)[C@H](c3ccccc3)OC(=O)[C@H]1[C@@H]2C(=O)Nc1nc2ccccc2s1	x	1	-16	0	x	27	1	2
COc1ccc(-c2cc(C(F)(F)F)nc(N3CCN(C)CC3)n2)cc1	x	3	0	5	-8	1	x	x
CCc1ccc(C(=O)C(C)OC(=O)Cc2n[nH]c(=O)c3ccccc23)cc1 (stereo not drawn)	2.0	0	-8	-9	31	0	-12	-4
COc1c(C)cc(S(=O)(=O)N2CCOCC2)c(C)c1C	0.0	0	-15	-17	0	-1	-3	0
COc1cc(NC(=O)CN(C)S(=O)(=O)c2cccs2)cc(OC)c1	x	-1	14	x	x	4	-4	0
CCCCOc1ccc(C2C3CN(C(=O)OCC)CC=C3C(C#N)=C(N)C2(C#N)C#N)cc1OC (stereo not drawn)	x	4	-17	11	-1	3	-45	2
COc1cc2c(cc1OC)CN(CC(=O)NC(=O)NCc1ccco1)CC2	x	1	-9	0	8	0	-10	2
CC(C)C[C@H](NC(=O)c1nc[nH]c1C(=O)N1CCNCC1)C(=O)OC(C)(C)C	x	-2	-6	x	x	1	-3	-5
CCOCCCn1c(=S)[nH]c2cc(C(=O)NCCc3ccc(OC)c(OC)c3)ccc2c1=O	x	8	-6	2	x	15	-9	-3
O=C(Cc1ccncc1)NCC[C@@H]1CC[C@@H](NS(=O)(=O)c2ccccc2Cl)[C@@H](CO)O1	-0.2	6	8	x	x	-1	-18	1
O=C(/C=C/c1ccc(S(=O)(=O)N2CCOCC2)cc1)NCc1ccccc1F	0.1	3	1	4	10	-1	-4	1
COc1ccc(CN(C)C[C@H]2OCCCC[C@@H](C)Oc3ccc(NC(=O)c4ccccc4)cc3C(=O)N([C@H](C)CO)C[C@@H]2C)cc1	-0.2	-1&1	2&1	13&5	-4	102*!	1&10	-3&-1
C[C@@H]1CN([C@H](C)CO)C(=O)c2cc(C#CC3(O)CCCC3)cnc2O[C@@H]1CN(C)CC1CC1	-0.3	-10	-2	0	5[16.7 µM]	-11	-2	1
C[C@@H]1CN([C@@H](C)CO)C(=O)c2cc(C#CCN(C)C)cnc2O[C@H]1CN(C)C(=O)CN1CCOCC1	0.3	3	4	7	-9[16.7 µM]	1	-6	3
Cc1nc2sc(C(=O)OCC(=O)N3c4ccccc4CC3C)c(C)c2c(=O)[nH]1 (stereo not drawn)	0.0	x	x	6	x	x	-15	-3
C[C@H](CO)N1C[C@H](C)[C@H](CN(C)C(=O)Cc2ccncc2)Oc2cc(C#CC3(O)CCCC3)ccc2S1(=O)=O	0.0	0	3	-3	x	3	-34	-2
CC(=O)Nc1ccc(NC(=O)CCCSc2nc3ccccc3s2)cc1	5.1	x	x	2	x	x	-11	-1
Cc1ccc(CN(c2ccc(C(=O)Nc3ccc4c(c3)OCO4)cc2)S(C)(=O)=O)cc1	x	-2	4	-4	-1	-3	x	x
Cc1[nH]c(C)c(S(=O)(=O)N2CCCCC2C)c1C(=O)N1CCCC1 (stereo not drawn)	x	-3	1	-10	-5	1	-3	3
O=C(Cc1cccc(NC(=O)C2CCN(C(=O)C3CC3)CC2)c1)Nc1cccc(C(=O)N2CCCCC2)c1	1.1	-1	-1	x	x	3	-8	1
C#Cc1ccc(NC(=O)C2(C)CCN2C(=O)Cc2ccc(-c3ccccc3)cc2)cc1 (stereo not drawn)	-0.2	4	7	10	0	-5	-15	1
CC12CC(c3ccccc3O1)C(C(=O)N1CCOCC1)C(=O)N2 (stereo not drawn)	x	1	8	5	1	-1	-4	-4
Cc1cc(C)c(C)c(S(=O)(=O)N[C@@H](C)C(=O)OCC(N)=O)c1C	0.0	x	x	2	3	x	-10	-4
O=S(=O)(Nc1cccc(S(=O)(=O)N2CCCC2)c1)c1ccc(Cl)cc1	-0.3	-1	8	7	20	0	-13	3
O=C(CCN1C(=O)c2ccccc2C1=O)NCCCn1ccnc1	-0.8	-1	-2	x	x	2	2	-3
O=C(c1ccc2c(c1)OCO2)N1CCN(S(=O)(=O)c2ccccc2)CC1	x	-2	5	-3	x	2	4	3
COc1cccc(N2C(=NC(=O)CCc3ccccc3)SC3CS(=O)(=O)CC32)c1 (stereo not drawn)	x	4	-16	-4	4	-1	-18	1
CCOC(=O)c1[nH]c(=S)[nH]c1C	-0.1	1	2	0	-12	0	-23	1
CC(=O)N1Cc2ccccc2CC1C(=O)OCC(=O)c1c(N)n(C)c(=O)n(C)c1=O (stereo not drawn)	0.7	-3	-3	-1	4	-2	-1	2
Cc1ccccc1Cn1c(=O)n(Cc2ccco2)c(=O)c2ccccc21	x	42*	6	-23	-3	-3	x	x

Next section (2 carried over from the part before).
SMILES	E-selectin induc	PglD inh	RAD54 branch	PGC1a acetyl inh	miR122 inh	Cneo AK release	RAD52 inh	ERAP1 HTS inh
CC(=O)N1Cc2ccccc2CC1C(=O)OCC(=O)c1c(N)n(C)c(=O)n(C)c1=O (stereo not drawn)	0.7	-3	-3	-1	4	-2	-1	2
Cc1ccccc1Cn1c(=O)n(Cc2ccco2)c(=O)c2ccccc21	x	42*	6	-23	-3	-3	x	x
COCCNC(=O)CN(C(=O)CCC(=O)Nc1ccccn1)c1ccc(F)c(Cl)c1	x	1	10	-2	10	-2	x	x
CCCCOc1ccc(NC(=O)C2CC=CCC2C(=O)O)cc1 (stereo not drawn)	x	3	-7	5	1	-2	-8	-21
COc1ccc(NC(=O)CS(=O)CC(=O)NCC2OCCc3ccccc32)cc1 (stereo not drawn)	0.1	x	x	0	x	x	0	3
O=[N+]([O-])c1ccc(NN=Cc2ccccc2O)nc1	x	-3	-14	5	-5	8	-105	1
COC(=O)[C@@H](NC(=O)Nc1ccc(C(C)=O)cc1)C(C)C	x	1	6	-6	-3	4	x	x
CC(C)c1ccc(NC(=O)N2CCC(c3nc4ccccc4o3)CC2)cc1	x	0	-1	-35	1	-4	-6	2
O=C(O)c1cc2nccc(-c3ccc(F)cc3)n2n1	x	3	-1	8	1	-3	1	1
c1ccc(-c2cc(NCCN3CCCCC3)c3ccccc3n2)cc1	-0.1	10	106*	-12	x	-1	89*	-1
COc1cccc(S(=O)(=O)N2CCCCN3[C@H](CO)[C@H](c4ccc(-c5cccnc5)cc4)[C@H]3C2)c1	-0.7	-4	2	2	-2[16.7 µM]	5	2	0
Cc1nc(Cl)c(C(=O)NC(=O)Nc2cccc(C(F)(F)F)c2)c(C)c1[N+](=O)[O-]	x	8	-10	0	-9	3	x	x
O=C1N/C(=C/c2ccc(Br)s2)C(=O)N1c1ccccc1	x	-1	-1	8	0	2	5	-2
CCCC(=O)Nc1ccc2c(c1)OC[C@H](C)N(Cc1cncnc1)C[C@H](C)[C@H](OC)CN(C)C2=O	-0.3	-1	2	-10	x	1	-13	-1
COc1cc2[nH]c(=O)n(CCCCCC(=O)N3CCN(c4ccccc4)CC3)c(=O)c2cc1OC	x	-4	4	-14	-7	6	x	x
CC/C(O)=N\S(=O)(=O)c1ccc(N=NN(C)C)cc1	x	3	2	-1	-12	0	x	x
C[C@H](O)C#Cc1cnc2c(c1)C(=O)N([C@@H](C)CO)C[C@H](C)[C@H](CN(C)C(=O)CN(C)C)O2	-0.3	-3	-3	7	3[16.7 µM]	-7	-12	-1
Cc1cc2n(n1)C(c1ccc(O)cc1)Nc1ccccc1-2 (stereo not drawn)	x	1	11	x	-19	-1	x	x
Cc1ccc(NC(=O)CN2C(=O)N/C(=C\c3ccco3)C2=O)cc1	-0.1	6	3	x	13	-2	-34	-2
CCC(=O)N(C)C[C@@H]1Oc2ncc(C#Cc3ccc(OC)cc3)cc2C(=O)N([C@H](C)CO)C[C@@H]1C	0.1	1	-1	4	4[16.7 µM]	3	1	7
C[C@H](CO)N1C[C@H](C)[C@@H](CN(C)Cc2ccc(Oc3ccccc3)cc2)Oc2ccc(NC(=O)Nc3ccc(F)cc3)cc2CC1=O	0.5	0	2	-13	-9[16.7 µM]	0	-21	4
COc1ccc(NC(=O)N(C)C[C@@H]2Oc3c(NC(=O)Nc4ccc(F)cc4)cccc3C(=O)N([C@@H](C)CO)C[C@H]2C)cc1	-0.2	-4	-8	0	-8[16.7 µM]	47	6	0
Cn1cnc(CCNC(=O)C[C@@H]2CC[C@H]3[C@@H](COC[C@H](O)CN3C(=O)Nc3ccc(F)cc3)O2)c1	0.0	-1	-6	-3	2[16.7 µM]	2	4	-3
O=C(C1CCCC1)N1CC[C@@H]2[C@H](CO)Nc3ccc(C4=CCCCC4)cc3[C@@H]21	50*	x	x	10	x	x	21	-3
COc1ccc(CCNC(=O)CCC(=O)N2CCN(S(=O)(=O)c3ccc(Cl)cc3)CC2)cc1OC	x	7	-9	5	-2	0	x	x
C[C@@H]1CN([C@@H](C)CO)C(=O)c2cc(Br)cnc2O[C@@H]1CN(C)C(=O)C1CCCCC1	0.2&-0.3	-1&-2	0&-15	-5&-2&1	-2	-2&-1	2&5&12	-2&0&-5
CCOC(=O)C1=C(COc2ccccc2)NC(=O)NC1c1cccc([N+](=O)[O-])c1 (stereo not drawn)	-0.1	2	3	-4	13	-2	-76	-2
CO[C@H]1CN(C)C(=O)c2cc(C#N)ccc2OCC[C@@H]2CC[C@@H](OC)[C@@H](CN(C)C(=O)[C@H]1C)O2	-0.1	0	4	x	x	48	-12	-3
CCOC(=O)Oc1ccc2oc(C)c(C(=O)OCCOC)c2c1	x	1	0	-11	-11	-3	x	x
C[C@@H]1CN([C@@H](C)CO)C(=O)Cc2cc(NS(=O)(=O)c3ccc(Cl)cc3)ccc2O[C@@H]1CN(C)Cc1ccc(C(F)(F)F)cc1	0.0	1	3	-7	-2[16.7 µM]	-3	-10	2
CC(NC(=O)C1c2ccccc2Oc2ccccc21)C1CCCO1 (stereo not drawn)	-0.1	0	-7	-3	-4	2	6	-2
CCOc1ccccc1NC(=O)C(Sc1nnnn1C)c1ccccc1 (stereo not drawn)	7.4	x	x	0	x	x	-15	4

Part of the list above in order of count of non-hydrogen atoms, descending.
SMILES	E-selectin induc	PglD inh	RAD54 branch	PGC1a acetyl inh	miR122 inh	Cneo AK release	RAD52 inh	ERAP1 HTS inh
COc1ccc(CCNC(=O)CCC(=O)N2CCN(S(=O)(=O)c3ccc(Cl)cc3)CC2)cc1OC	x	7	-9	5	-2	0	x	x
CO[C@H]1CN(C)C(=O)c2cc(C#N)ccc2OCC[C@@H]2CC[C@@H](OC)[C@@H](CN(C)C(=O)[C@H]1C)O2	-0.1	0	4	x	x	48	-12	-3
C[C@@H]1CN([C@@H](C)CO)C(=O)c2cc(Br)cnc2O[C@@H]1CN(C)C(=O)C1CCCCC1	0.2&-0.3	-1&-2	0&-15	-5&-2&1	-2	-2&-1	2&5&12	-2&0&-5
CC(NC(=O)C1c2ccccc2Oc2ccccc21)C1CCCO1 (stereo not drawn)	-0.1	0	-7	-3	-4	2	6	-2
CCOC(=O)Oc1ccc2oc(C)c(C(=O)OCCOC)c2c1	x	1	0	-11	-11	-3	x	x

Screening results as filed in PubChem.
